Screening data deposited in PubChem BioAssay by several laboratories.
SIAE primary: human SIAE inhibition, primary screen; 0.69% of 370,000 active; SIAE FP-Rh probe binding, fluorescence polarization; Q9HAT2; inhibition, % at 9.66 µM;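 active means inhibition above a cutoff: mean of compounds within the control limits plus 3 SD of those, cut at about 17% in these data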;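 further: 0% = plate median of compound wells and 100% = probe without SIAE protein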
Target sequence (Q9HAT2 whole entry, looked up): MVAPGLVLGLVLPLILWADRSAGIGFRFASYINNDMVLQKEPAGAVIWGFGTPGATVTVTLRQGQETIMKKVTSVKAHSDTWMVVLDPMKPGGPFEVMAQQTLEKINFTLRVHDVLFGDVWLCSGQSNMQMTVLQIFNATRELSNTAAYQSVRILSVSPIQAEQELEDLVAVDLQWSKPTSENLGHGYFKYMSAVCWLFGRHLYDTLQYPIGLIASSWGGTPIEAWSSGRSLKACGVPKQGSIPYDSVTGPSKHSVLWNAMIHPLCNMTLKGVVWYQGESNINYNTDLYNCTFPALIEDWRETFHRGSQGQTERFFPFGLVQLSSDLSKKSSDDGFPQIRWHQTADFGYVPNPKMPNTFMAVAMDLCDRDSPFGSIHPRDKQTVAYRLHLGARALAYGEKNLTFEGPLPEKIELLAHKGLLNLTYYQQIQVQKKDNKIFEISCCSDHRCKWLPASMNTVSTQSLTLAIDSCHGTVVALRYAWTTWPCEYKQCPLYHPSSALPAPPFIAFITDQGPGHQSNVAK
rCAG binder: r(CAG) repeat RNA binding. inhibition, % at 3 µM. TO-PRO-1 dye displacement fluorescence. 1.3% of 370,000 active;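 active means inhibition above the plate cutoff, the mean of all test compounds on that plate plus 3 SD, cut at about 35% in these data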;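 further: 0% = DMSO alone and 100% = 100 µM mitoxantrone as full dye displacement; higher means more dye released from RNA so lower well fluorescence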
GC-B act: GC-B (human) receptor activation; HEK293-GC-B cells, CNP EC30, cGMP TR-FRET; 0% at EC30 CNP, 100% saturating CNP; activation, % at 10 µM; 0.11% of 370,000 active; AID 1920062;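 active means activation at 10 µM reaching about 35% in either raw or pattern-adjusted values, limit read from the data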
NPR1 activator: GC-A (human) enzyme activation; P16066; HEK293 GC-A cells, cGMP TR-FRET, EC30 ANP; 0% at EC30 ANP, 100% saturating ANP; activation, % at 10 µM; 0.14% of 370,000 active; in the data active means activation above about 40%
MBD2 DNA inh: MBD2-methylated oligo binding inhibition | TR-FRET, MBD2 binding to methylated oligonucleotide | 0.31% of 370,000 active | Q9UBB5 | inhibition, % at 4.4 µM; in the data active means inhibition above about 13%
UHRF1 binding: blocks human UHRF1 binding to methylated DNA; UHRF1 binding to methylated oligo, TR-FRET; inhibition, % at 4.4 µM; 0.75% of 370,000 active; in the data active means inhibition above about 21%;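 further: UHRF1 SRA domain binding a hemimethylated CpG hairpin DNA probe; 0% = median of test compound wells and 100% = reference inhibitor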
PRMT1 FP inh: blocks human protein arginine methyltransferase 1. 1.3% of 370,000 active. inhibition, % at 2.79 µM. AID 652257. Q99873. recombinant PRMT1, activity-based probe fluorescence polarization;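 active means inhibition above about 21% made by adding two undisclosed values, limit read from the data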
Target sequence (Q99873 whole entry, looked up): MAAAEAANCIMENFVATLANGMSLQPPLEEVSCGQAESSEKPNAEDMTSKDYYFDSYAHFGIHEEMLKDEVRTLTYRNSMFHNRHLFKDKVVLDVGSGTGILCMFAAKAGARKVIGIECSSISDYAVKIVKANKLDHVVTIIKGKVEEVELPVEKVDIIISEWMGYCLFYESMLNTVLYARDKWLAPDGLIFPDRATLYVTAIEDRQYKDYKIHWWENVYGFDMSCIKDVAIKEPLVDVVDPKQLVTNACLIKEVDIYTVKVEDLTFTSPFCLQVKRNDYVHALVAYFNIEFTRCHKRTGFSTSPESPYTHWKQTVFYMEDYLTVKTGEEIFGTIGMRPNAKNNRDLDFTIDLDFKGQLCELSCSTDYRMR
TCR-CD3 inh: human TCR-CD3 binding inhibition | TAMRA-labeled TCR probe fluorescence, biochemical | inhibition, % at 9.4 µM | 0.37% of 360,000 active; in the data active means inhibition above about 19%;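 further: recombinant mutant TCR 2C K166C tagged with TAMRA read by polarization; 0% = receptor in buffer alone and 100% = receptor with positive control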
ABHD4 inh: ABHD4 (mouse) inhibition, primary FP screen; inhibition, % at 8.92 µM; 0.54% of 370,000 active; purified mABHD4, FP-Rh probe fluorescence polarization; Q8VD66; AID 720543;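 active means inhibition exceeding the mean over every tested compound plus 3 SD, cut at about 30% in these data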;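 further: 0% = plate median of compound wells and 100% = S159A mutant with DMSO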
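Test system: mouse ABHD4 enzyme, wild type. Reagent: FP-Rh fluorescent activity-based probe, added after compound pre-incubation. Timing: pre-incubation 45 min, probe exposure 60 min, at 25 °C. Technique: FP readout, ex 525 nm / em 598 nm. Benchmarks: high control S159A mutant with DMSO, low control median of compound wells.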
HTRA1 inh: HTRA1 (human) protease inhibition. Q92743. recombinant HTRA1, FP-rhodamine activity-based probe, fluorescence polarization. inhibition, % at 5.96 µM. 0.5% of 340,000 active; in the data active means inhibition above about 36%;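 further: 0% = enzyme with DMSO and 100% = wells lacking enzyme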
* marks the source's active call; other numbers are inactive results; . = no result given; & = joins results of further samples.

SMILES	SIAE primary	rCAG binder	GC-B act	NPR1 activator	MBD2 DNA inh	UHRF1 binding	PRMT1 FP inh	TCR-CD3 inh	ABHD4 inh	HTRA1 inh
Cc1cc(NC(=O)CCN2CCC(C)CC2)ccc1Br	-1.7	-5.3	-7.1	-1.4	-5.0	0.2	-2.5	6.6	3.2	-1.9
Cc1ccc(C(C(=O)NCCc2ccccc2)N(C(=O)c2csnn2)C2CC2)o1 (centres undefined)	-4.7	-2.9	-0.2	-1.2	-0.2	2.0	4.1	3.5	4.8	-4.5
Cc1ccc(S(=O)(=O)N(C)C)cc1NC(=O)COC(=O)c1ccc2c(=O)n3c(nc2c1)CCC3	-7.7	5.1	-0.7	0.8	-4.3	8.2	-1.8	6.4	0.0	1.1
Cc1cc(Cl)ccc1NC(=S)N1CCN(Cc2ccccc2)CC1	5.6	2.4	5.8	-2.0	6.6	3.1	2.1	6.5	-0.3	-3.8
CCCCNC(=O)C(C)N(CCN(C)C)C(=O)CCCN1C(=O)NC(c2ccc(Cl)cc2)C(C(=O)OCc2ccccc2)=C1C (centres undefined)	-5.4	1.3	-3.5	-11.7	2.7	-1.5	3.8	2.1	12.9	0.8
COc1cc(/C=C2\SC(N3CCc4ccccc4C3)=NC2=O)cc(OC)c1OC	-5.2	0.1	6.5	7.5	1.3	3.0	0.4	-3.7	2.4	4.6
COc1ccccc1NNC(=O)c1cc(C(C)(C)C)nn1Cc1ccccc1	6.1	1.0	-2.7	7.9	-1.1	6.2	10.4	-2.4	4.0	-8.0
CCCCn1c(N)c(N(CCOC)C(=O)COC(=O)COc2ccccc2C#N)c(=O)[nH]c1=O	0.5	-0.9	4.0	1.0	3.8	1.1	1.5	-7.4	-0.4	-2.9
Cc1ccnc(NC(=S)N2CC3CN(c4cccc(C(F)(F)F)c4)CC3C2)c1 (centres undefined)	-0.6	.	0.0	-5.8	-0.4	-0.1	25.4*	.	13.2	.
CCOCCCNC(=O)/C(C#N)=C/c1ccc(C)o1	7.9	-1.3	0.1	-0.5	3.8	-0.1	5.6	-5.7	4.1	-11.6
O=C(Cn1nnc2ccccc21)N1CCCCC1	4.4	0.6	-3.0	-0.5	-3.9	-1.4	-2.7	3.1	-0.7	-2.2
CCn1cc(/C=C(\NC(=O)c2ccccc2Cl)C(=O)N2CCOCC2)c2ccccc21	5.9	-3.7	-1.5	-2.9	-0.4	-0.8	2.3	4.1	8.7	2.3
CCN(Cc1ccccc1)C(=O)CSc1ncn[nH]1	-4.2	1.1	3.2	-2.1	-0.2	2.7	-0.8	-6.8	-3.0	-4.7
COc1cc(C)c(Br)cc1S(=O)(=O)NCCN1CCOCC1	6.4	-3.6	1.0	0.9	-3.2	-1.9	-4.5	-1.8	3.2	-1.9
COc1ccc(Cl)cc1NC(=O)CCc1nnc2ccc(N3CCN(C)CC3)nn12	-3.0	-3.9	-2.6	-0.2	-6.4	-5.2	-4.8	3.1	-3.6	1.1
Cc1[nH]n(-c2nc(-c3ccccc3)cc(=O)[nH]2)c(=O)c1CCO	-0.8	-0.5	1.8	1.1	-3.4	2.5	2.2	3.1	3.7	2.9
O=C(NC1=C(NC2CCS(=O)(=O)C2)C(=O)c2ccccc2C1=O)c1ccccc1 (centres undefined)	7.8	4.6	-7.2	-9.8	-6.0	10.1	0.0	3.8	16.8	11.7
O=C(Cn1nnc(-c2ccccc2F)n1)Nc1ccc(C(=O)N2CCOCC2)cc1	0.5	3.4	3.9	3.4	-2.1	-2.5	-2.4	1.5	-4.1	4.7
C/C(=N\Nc1ccc([N+](=O)[O-])cc1)c1ccc(N)cc1	7.5	11.1	-0.9	-2.5	-1.6	-3.2	-0.1	-4.2	6.0	2.7
CCCCC1(Cc2ccc(OC)c([N+](=O)[O-])c2)C(=O)N(c2ccccc2)N(c2ccccc2)C1=O	7.2	-0.6	-24.8	-37.0	2.8	1.6	0.6	-2.5	-4.9	3.4
CCOc1ccc(-c2noc(CCC(=O)NC)n2)cc1OCC	0.0	-3.6	-0.1	3.4	-0.2	1.4	-1.3	-3.6	5.1	11.1
COc1cc(C(=O)N2CCC(n3c(C)nc4cc(F)ccc43)CC2)cc(OC)c1OC	-1.2	-3.3	-0.1	0.9	0.6	-1.2	1.9	6.5	0.2	8.1
C=C1C(=O)O[C@H]2C1CC[C@@](C)(O)C13C=CC(C)(C21)C1(C3)C(=O)O[C@@H]2C3C(C)=CCC3[C@](C)(O)C[C@H](OC(C)=O)C21 (some centres undefined)	-5.8	5.0	8.2	-0.3	-2.2	1.4	4.3	-8.6	2.2	0.8
Cn1c(=O)c2c(nc(SCC(=O)NC34CC5CC(CC(C5)C3)C4)n2C)n(C)c1=O	-11.1	-1.0	0.1	-0.2	-1.8	5.1	0.3	2.8	8.5	-2.2
c1ccc(Nc2c3c(nc4ccccc24)CCC3)cc1	3.6	-1.8	-6.5	2.7	-1.1	3.5	3.3	-2.8	7.0	7.0

Gathered by group: those above containing an aryl thioether with sulfur outside any ring
SMILES	SIAE primary	rCAG binder	GC-B act	NPR1 activator	MBD2 DNA inh	UHRF1 binding	PRMT1 FP inh	TCR-CD3 inh	ABHD4 inh	HTRA1 inh
CCN(Cc1ccccc1)C(=O)CSc1ncn[nH]1	-4.2	1.1	3.2	-2.1	-0.2	2.7	-0.8	-6.8	-3.0	-4.7
Cn1c(=O)c2c(nc(SCC(=O)NC34CC5CC(CC(C5)C3)C4)n2C)n(C)c1=O	-11.1	-1.0	0.1	-0.2	-1.8	5.1	0.3	2.8	8.5	-2.2

Continuation.
SMILES	SIAE primary	rCAG binder	GC-B act	NPR1 activator	MBD2 DNA inh	UHRF1 binding	PRMT1 FP inh	TCR-CD3 inh	ABHD4 inh	HTRA1 inh
CCOC(=O)N1CCN(C(=S)Nc2ccc(C)cc2)CC1	3.0	-1.3	7.3	-0.9	-4.8	1.5	-1.4	3.4	2.0	6.8
Cc1noc(C)c1S(=O)(=O)N(CC(=O)O)c1ccc2c(c1)OCO2	-0.6	2.9	3.7	2.2	-0.2	-2.4	2.1	-4.4	4.3	16.8
Cc1c(O)c2c3c(cccc3c1O)C(=O)N(c1ccccc1)C2=O	1.3	-16.4	7.1	5.9	-8.5	-6.4	18.3	-0.3	21.0	16.1
CCN(CC)S(=O)(=O)c1ccc(NCc2ccccc2)nc1	-2.0	-1.5	1.0	-5.2	1.0	3.8	2.0	-0.5	-2.0	-5.4
O=C(NCCN1CCOCC1)c1cc(-c2ccc(F)cc2)on1	6.7	-2.2	-0.8	7.3	-3.6	-0.8	-1.3	10.0	-1.4	-3.8
CCc1ccc[n+](-c2[nH]c(=O)sc2/C=N/N=C(\[O-])c2ccncc2)c1	6.6	-0.6	0.5	-2.2	-8.0	-4.6	0.3	4.7	0.6	6.4
N#Cc1ccc(C(=O)Nc2ccn(-c3ccccc3)n2)cc1	-2.9	-2.4	-0.6	2.4	-2.1	-0.6	1.9	1.5	1.8	-11.1
Cn1c(=O)[nH]c2c(c1=O)CCO2	-6.0	0.8	0.2	3.9	-2.5	-1.1	0.4	1.0	-2.0	2.6
COCC(C)n1c(-c2ccc3c(c2)NC(=O)CO3)csc1=Nc1ccc(OC(F)F)cc1 (centres undefined)	-0.8&-8.7	6.6&-0.3	-0.1&-1.0	-3.2&-1.8	-4.4&-0.7	-0.3&6.0	0.1&-1.3	2.7&6.1	-3.1&-12.2	-5.2&1.5
CCCCNC(=O)OCCNC(=O)NC	2.0	0.9	8.2	-0.2	3.0	-0.7	-1.6	8.3	-0.1	5.0
COC(=O)[C@]12C[C@H](CC(=O)NCc3ccccc3)C(=O)N(Cc3ccc4c(c3)OCO4)C1=C[C@H](C(C)(C)C)O[C@@H]2C	-3.8	2.9	-1.9	-3.2	1.5	3.6	-4.2	-2.5	-7.9	.
Cc1cccc(C(=O)OCC(=O)NCCN2C(=O)CSC2=O)c1[N+](=O)[O-]	6.2	0.9	-2.7	-1.7	-7.2	1.6	-5.0	-0.5	-4.7	3.6
CC(C)Cc1nnc(NC(=O)CN2C(=O)NC3(CCCC3)C2=O)s1	-1.7	1.4	0.5	4.5	-0.3	5.0	-5.2	2.0	3.7	-2.5
N#C/C(=C(\O)Cc1ccccc1)c1nc2ccccc2[nH]1	-0.2	-0.7	-3.0	4.2	3.8	1.4	0.1	-2.6	4.4	0.5
O=C(COC(=O)c1ccc(Cl)nc1)c1ccc2c(c1)OCCO2	0.4	0.4	-6.8	-1.6	-5.9	-1.7	0.6	1.8	-4.1	1.5
CC1CCN(c2ccc3nnc(CCC(=O)N4CCN(c5ccccc5F)CC4)n3n2)CC1	-3.7	-6.8	-6.4	-5.6	9.3	6.0	9.4	-2.6	-7.1	-0.9
CCCSc1nsc(SCCC)c1C(N)=O	5.8	3.8	6.7	5.7	1.7	0.5	1.4	0.9	0.1	-0.7
C#CCNC(=O)C[C@@H]1C(=O)N(Cc2ccc(OC)cc2)/C2=C/CCCCC[C@@]21C(=O)OCC	1.9	2.4	2.8	-5.3	3.6	2.1	-3.0	.	10.8	.
CCN(CC(=O)Nc1c(F)cccc1F)C(=O)c1ccc(C2SCCS2)cc1	-12.0	8.3	1.1	3.4	4.9	1.4	7.7	2.7	-20.5	-19.3
Cc1ccc(C)c(N2CCN(S(=O)(=O)c3c(C)[nH]c(C)c3C(=O)N3CCCC3)CC2)c1	-4.8	-2.4	4.2	-3.0	-4.4	1.9	-1.0	-10.1	-7.2	4.2
COc1ccccc1NS(=O)(=O)c1cccc(C(=O)N/N=C(\C)c2ccc(-n3ccnc3)cc2)c1	-2.8	3.5	-4.2	0.7	-5.0	-0.5	-3.7	4.8	2.7	-11.6
O=C(CCCCn1c(=O)c2ccccc2n(CC(=O)NC2CCCC2)c1=O)NCc1ccco1	-1.9	-6.3	-1.0	0.5	-5.8	0.4	0.3	10.3	6.0	14.2
O=C(Nc1cccc(Cl)c1)c1ccc(F)c(S(=O)(=O)NCc2cccs2)c1	-49.0	11.1	-2.5	-4.5	1.1	-2.4	-1.6	0.5	-41.1	-66.1
COCCn1nnnc1C(c1ccc(OC)c(OC)c1)N1CCN(C(=O)c2ccco2)CC1 (centres undefined)	1.3	-0.5	7.2	1.5	0.7	1.9	2.7	-3.6	3.9	-2.3
Cc1cc(Cl)c2oc(C(=O)N(C)Cc3nccn3C)c(C)c2c1	0.8	-4.4	-0.1	-0.3	4.5	0.3	-0.9	4.9	-1.1	-2.6

(next part)
SMILES	SIAE primary	rCAG binder	GC-B act	NPR1 activator	MBD2 DNA inh	UHRF1 binding	PRMT1 FP inh	TCR-CD3 inh	ABHD4 inh	HTRA1 inh
CC1(C(=O)NS(=O)(=O)c2ccccc2C(F)(F)F)CCN1C(=O)C1CCCCC1 (centres undefined)	-3.7	6.0	-4.5	3.2	2.5	2.8	3.8	-3.6	-4.9	.
CCCCNS(=O)(=O)CC1NCCc2ccccc21 (centres undefined)	4.5	2.7	1.7	4.2	0.6	1.9	2.1	.	5.0	.
COc1cccc(C(O)c2cnc(C(C)C)n2C)c1OC (centres undefined)	6.3	-2.0	-2.6	6.7	0.2	-0.8	-1.2	-3.4	0.8	-8.3
C=CCN1C(=O)C(CC(=O)O)SC1=Nc1ccc(C)cc1 (centres undefined)	1.1	0.5	2.9	1.4	-5.6	1.0	2.4	5.7	2.6	9.8
COc1ccc(CNC(=O)COC(=O)[C@H](Cc2c[nH]c3ccccc23)NC(=O)c2cccs2)cc1	-1.3	0.5	-9.1	-8.9	-2.5	3.9	-2.4	-9.1	-8.6	-21.2
O=C(Nc1cccc(C(F)(F)F)c1)c1cncs1	-5.1	-0.5	-2.4	-8.2	-9.8	0.5	-2.4	6.4	-8.3	-11.0
CSc1nc(-c2ccc(Cl)cc2)nn1C(=O)c1ccco1	-6.2	0.2	12.6	9.3	-1.9	-1.9	-1.1	4.7	-7.5	-8.7

A portion of the library; count on the stated rates, not on these rows.
